# Bioassay records (PubChem BioAssay)
# SMARCA2 act: SMARCA2 (BRM) function activators, primary screen, cell-based, luminescence, high throughput; activation, % at 9.1 µM; hit rate 1% among 370,000; MG213 cells, MMTV-luciferase reporter, dexamethasone, overnight; in the data active = activation above about 7.8%;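 note: 0% = vehicle wells and 100% = reference activator wells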
# HGIII-sPLA2 inh: human group III sPLA2 inhibitors, primary screen, biochemical, QFRET, BODIPY PC-A2 liposome substrate. Group 3 secretory phospholipase A2 (Homo sapiens), Q9NZ20. QFRET BODIPY PC-A2 liposome hydrolysis, fluorescence. inhibition, % at 12.2 µM. hit rate 0.56% among 370,000. AID 743126, 2013;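 active = inhibition above mean plus 3 SD of compounds lying within the high and low control bounds, cut at about 19% in these data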;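 note: 0% = median of test compound wells and 100% = no enzyme DMSO wells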
# NPR1 activator: GC-A stimulated cGMP production enhancers – HEK293 GC-A cells, cGMP TR-FRET, EC30 ANP, primary screen; AID 1671463, 2021; activation, % at 10 µM; hit rate 0.14% among 370,000; 0% at EC30 ANP, 100% saturating ANP; Atrial natriuretic peptide receptor 1 (Homo sapiens), P16066; in the data active = activation above about 40%
# GAA850 FXN act: FXN promoter activators, primary screen, cell-based, luciferase luminescence, HEK293 lucGAA850. HEK293 lucGAA850 FXN promoter luciferase reporter, 24 h; percent of 10 µM SAHA response. activation, % at 6 µM. hit rate 0.56% among 360,000;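 active = activation above the average of all compounds screened plus 3 SD, cutoff fixed separately per campaign, cut at about 7.5% in these data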;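 note: 0% = DMSO wells and 100% = 10 µM SAHA wells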
# hcDAF-12 act: H. contortus DAF-12 nuclear receptor activators, primary screen, cell-based, luminescence, HEK293, lit1-tk-luc reporter | HEK293 hcDAF-12 lit1-tk-luc reporter; 0% DMSO, 100% Δ7-dafachronic acid | activation, % at 6.8 µM | hit rate 1.4% among 370,000;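 active = activation above the mean of all tested compounds plus 3 SD, cut at about 5.5% in these data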;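 note: 100% = response to 3 µM Δ7-dafachronic acid high control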
# DAX1 inh-1: DAX1 (NR0B1) inhibitors, primary screen, cell-based, HEK293, Gal4-DAX1, luciferase luminescence. Nuclear receptor subfamily 0 group B member 1 (Homo sapiens), P51843. HEK293 Gal4-DAX1 luciferase reporter. inhibition, % at 6.75 µM. hit rate 0.99% among 340,000. AID 504766, 2011;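 active = inhibition above the mean over all tested compounds plus 3 SD, cut at about 4.2% in these data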;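 note: 0% = DAX1-transfected cells with DMSO and 100% = empty-vector control cells with DMSO; inhibition shows as a rise in luminescence from relieved DAX1 repression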
# DAX1 inh-2: DAX1 (NR0B1) inhibitors on StAR promoter, primary screen, cell-based, luminescence, SF-1 (NR5A1), full-length DAX-1; HEK293T StAR-luciferase reporter, SF-1/DAX-1 repression relief; inhibition, % at 6.8 µM; hit rate 1.1% among 370,000; AID 652010, 2013;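 active = inhibition above the mean over all tested compounds plus 3 SD, cut at about 3.6% in these data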;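 note: 0% = DAX-1 cells with DMSO and 100% = cells lacking DAX-1 with DMSO; higher inhibition means more luminescence from relief of DAX-1 repression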
# hgDAF12 agonist: H. glycines DAF-12 receptor agonists, primary screen, cell-based, luminescence, HEK293, GAL4 fusion, UAS-luciferase. hit rate 1.8% among 370,000. HEK293 GAL4-hgDAF12 UAS-luciferase reporter, agonist luminescence; normalized to butyrate control. activation, % at 6.8 µM;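 active = activation above a cutoff set at the mean of all screened compounds plus 3 SD, cut at about 10% in these data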;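 note: 0% = DMSO wells and 100% = sodium butyrate wells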
# ssDAF12 agonist: S. stercoralis DAF-12 nuclear receptor activators, primary screen, cell-based, luminescence, HEK293, GRIP1 co-expression, lit1-tk-luc. Nuclear hormone receptor DAF-12 (Strongyloides stercoralis). HEK293 ssDAF-12/GRIP1 lit1-tk-luc reporter; % of 3 µM dafachronic acid response. activation, % at 6.8 µM. hit rate 1% among 370,000. AID 652126, 2013;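 active = activation above the mean over all tested compounds plus 3 SD, cut at about 0.9% in these data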;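 note: 0% = DMSO-only wells and 100% = 3 µM delta7-dafachronic acid wells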
# ADAM10 inh: human ADAM10 inhibitors, primary screen, biochemical, QFRET, HTS. Disintegrin and metalloproteinase domain-containing protein 10 (Homo sapiens), O14672. recombinant ADAM10, EDANS/DABCYL FRET peptide cleavage, 3 h. inhibition, % at 7 µM. hit rate 0.62% among 370,000. AID 720582, 2013;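 active = inhibition above a per-campaign cutoff equal to the mean of compounds falling between control-based bounds plus 3 SD, cut at about 20% in these data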;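 note: 0% = DMSO wells while the 100% control is not disclosed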
# GC-B act: human GC-B receptor activators, primary screen, HEK293 GC-B cells, cGMP TR-FRET, EC30 CNP | 0% at EC30 CNP, 100% saturating CNP | activation, % at 10 µM | AID 1920062, 2024 | hit rate 0.11% among 370,000;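 active = activation at 10 µM reaching about 35% in either raw or pattern-adjusted values, limit read from the data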
# Target sequence (P20594 whole entry, looked up): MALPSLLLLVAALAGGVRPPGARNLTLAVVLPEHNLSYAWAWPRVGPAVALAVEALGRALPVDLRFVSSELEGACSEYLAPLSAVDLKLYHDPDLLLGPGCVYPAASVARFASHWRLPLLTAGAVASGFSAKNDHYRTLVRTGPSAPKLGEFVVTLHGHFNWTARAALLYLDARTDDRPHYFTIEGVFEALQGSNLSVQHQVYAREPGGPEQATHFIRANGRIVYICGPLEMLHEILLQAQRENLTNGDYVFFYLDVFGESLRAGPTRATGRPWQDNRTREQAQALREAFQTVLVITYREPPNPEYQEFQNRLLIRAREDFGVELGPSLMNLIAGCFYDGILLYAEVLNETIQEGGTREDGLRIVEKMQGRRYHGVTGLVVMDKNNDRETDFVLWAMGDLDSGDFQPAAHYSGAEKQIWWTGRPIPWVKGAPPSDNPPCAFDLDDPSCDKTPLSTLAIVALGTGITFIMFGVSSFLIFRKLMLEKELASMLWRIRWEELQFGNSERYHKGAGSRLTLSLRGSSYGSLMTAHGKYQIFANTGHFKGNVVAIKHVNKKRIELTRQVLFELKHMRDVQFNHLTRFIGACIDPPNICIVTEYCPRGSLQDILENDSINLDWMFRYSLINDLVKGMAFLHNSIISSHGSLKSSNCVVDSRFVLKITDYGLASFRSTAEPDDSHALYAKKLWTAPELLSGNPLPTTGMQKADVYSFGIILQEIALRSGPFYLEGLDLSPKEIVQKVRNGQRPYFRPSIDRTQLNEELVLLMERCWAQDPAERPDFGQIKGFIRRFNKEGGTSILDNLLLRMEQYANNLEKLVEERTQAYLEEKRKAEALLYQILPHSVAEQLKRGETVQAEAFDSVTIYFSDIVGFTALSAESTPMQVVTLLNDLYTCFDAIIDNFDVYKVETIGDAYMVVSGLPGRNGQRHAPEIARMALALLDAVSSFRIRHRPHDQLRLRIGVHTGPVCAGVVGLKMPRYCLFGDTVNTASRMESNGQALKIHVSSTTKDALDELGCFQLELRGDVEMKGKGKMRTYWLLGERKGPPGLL
# Active calls of the source: *; nt = not tested or not shown. No enrichment for hits. About 6.6% of those tested had a hit in this group.
SMILES,SMARCA2 act,HGIII-sPLA2 inh,NPR1 activator,GAA850 FXN act,hcDAF-12 act,DAX1 inh-1,DAX1 inh-2,hgDAF12 agonist,ssDAF12 agonist,ADAM10 inh,GC-B act
O=C(COC(=O)Cc1cccc(C(F)(F)F)c1)NCc1ccco1,-1,4,2,3.3,0.3,0.0,-1.6,2.9,-1.1,-14,3
COc1ccc(OC)c(S(=O)(=O)N2CCC(C(=O)Nc3cc(C)ccc3C)CC2)c1,-1,-2,0,-0.4,-2.3,1.0,-0.4,-0.5,-1.8,-6,6
Cc1cccc(OCC(O)CN2CCOCC2)c1 (centres undefined),-2,16,1,-1.5,-0.6,-0.8,-0.3,-1.6,-1.6,-8,4
C#CCN1C=CC(=O)[C@@H](OC(=O)Nc2ccc(Cl)cc2)[C@H]1c1ccccc1Br,-3,6,-17,-2.4,-1.9,-0.1,-0.1,-3.4,-1.3,-1,-10
O=C(C1CC1)N1CCc2cc(S(=O)(=O)N3CCOCC3)ccc21,-3,3,6,1.3,-0.8,-0.6,0.1,-0.2,-1.1,4,1
C=CCOc1ccccc1OCC(O)CNC(C)C (centres undefined),-3,0,-1,2.2,-1.4,-0.1,0.4,2.8,-1.0,6,1
C=CCN1C(=O)c2ccc(C(=O)N(C)CC(=O)Nc3ccc(OCC)c(OCC)c3)cc2C1=O,-1,5,1,1.0,0.2,-0.7,-1.4,2.3,-0.8,-9,3
O=C(Nc1ccc(NC(=O)C2CC2)nc1)c1cnccn1,3,5,-3,0.8,-1.7,1.1,0.1,4.0,-1.1,-7,1
Cc1cc2ncn(-c3ncnc4sc(C)c(C)c34)c2cc1C,-1,-5,-11,-2.4,0.7,-1.7,0.0,0.2,-0.9,4,4
O=C(NCC1CCCO1)c1onc(CSc2ccc(F)c(F)c2)c1C(=O)O (centres undefined),1,2,-2,1.8,-1.4,-1.3,0.0,-0.8,-1.0,-2,-4
CCOC(=O)/C=C/COc1ccccc1[N+](=O)[O-],2,0,4,8.3*,1.6,-0.2,-1.0,1.1,-1.5,0,-1
CCCc1cc(=O)oc2cc(C)cc(OCC(=O)Nc3cccnc3)c12,-1,-2,-28,-4.1,-1.2,-1.6,-0.9,3.8,-1.0,-150,-8
CN(Cc1ccccc1)C(=O)COc1ccc(N(C)S(=O)(=O)c2ccc(F)cc2)cc1,-1,-9,2,0.3,-2.3,-0.1,-0.3,2.9,-1.1,3,0
O=c1c2cc(C(F)(F)F)ccc2sn1-c1ccccc1,-2,7,13,-5.1,1.7,1.5,2.1,2.7,-1.2,-9,14
N#Cc1ccc(COC(=O)CC(NC(N)=O)c2ccc(Cl)cc2)cc1 (centres undefined),-2,-7,-5,-2.4,-1.9,1.1,-0.1,-0.4,0.0,1,-1
COCCNC(=O)/C(C#N)=C/c1c(N2CCN(C)CC2)nc2c(C)cccn2c1=O,-2,8,5,0.1,3.0,-0.9,-0.1,-1.4,-1.0,-468,-3
C#CCn1cc(CNC[C@H]2O[C@@H](n3cnc4c(=O)[nH]c(N)nc43)[C@H](O)[C@@H]2O)c2ccccc21,-6,15,23,nt,0.5,nt,0.4,3.3,-1.1,-13,23
O=S(=O)(/N=C(/Nc1cccc2ccccc12)c1ccc(F)cc1)c1ccccc1,-4,-26,-5,0.3,1.5,-0.4,-0.2,2.5,-0.2,19,-3
COC(=O)c1ccc(OC)c(CSc2nnc(-c3ccc(C(C)(C)C)cc3)o2)c1,2,4,-1,nt,1.1,nt,0.2,0.1,-0.6,-3,-12
C=C(C)COc1ccc(-c2[nH]ncc2Oc2cccc(OC)c2)c(O)c1,-1,-48,9,2.2,-0.2,-1.3,1.0,0.0,-1.2,27*,14
CC1=C(C(=O)OC(C)C)C(c2ccc(Br)s2)NC(=O)N1C (centres undefined),0,-3,-11,1.3,-2.3,-1.0,-1.0,-2.4,-1.4,-2,-12
CC(C)(C)n1nc2c(c1NC(=O)c1ccc(F)c(F)c1)CS(=O)(=O)C2,-1,-5,3,-1.5,0.6,0.8,0.0,0.5,-0.1,3,1
CCN(CC(=O)Nc1ccccc1C(F)(F)F)C(=O)Cc1ccccc1,-1,1,2,-1.6,-2.5,-1.4,0.0,-0.1,-0.9,0,-2
COc1cc(/C=C2\SC(=O)N(CC(=O)Nc3ccccc3F)C2=O)cc(Cl)c1O,-4,0,0,0.1,-3.0,-1.8,-0.2,2.3,-0.8,-16,-5
O=C(/C=C/c1ccccc1)NC(=S)Nc1ccccc1C(=O)NC1CCCCC1,-3,5,2,0.5,-1.0,0.0,0.2,-0.1,-1.0,6,0

# Entries of single compounds as entered above. Values in the order: SMARCA2 act	HGIII-sPLA2 inh	NPR1 activator	GAA850 FXN act	hcDAF-12 act	DAX1 inh-1	DAX1 inh-2	hgDAF12 agonist	ssDAF12 agonist	ADAM10 inh	GC-B act
# Results for O=C(Nc1ccc(NC(=O)C2CC2)nc1)c1cnccn1 : 3	5	-3	0.8	-1.7	1.1	0.1	4.0	-1.1	-7	1
# Results for COc1cc(/C=C2\SC(=O)N(CC(=O)Nc3ccccc3F)C2=O)cc(Cl)c1O : -4	0	0	0.1	-3.0	-1.8	-0.2	2.3	-0.8	-16	-5

# Carrying on.
SMILES,SMARCA2 act,HGIII-sPLA2 inh,NPR1 activator,GAA850 FXN act,hcDAF-12 act,DAX1 inh-1,DAX1 inh-2,hgDAF12 agonist,ssDAF12 agonist,ADAM10 inh,GC-B act
CNC(=O)c1c(NC(=O)c2cccc(N3C(=O)CCC3=O)c2)sc2c1CCC2,-1,-3,4,2.6,-1.2,1.2,-0.4,2.6,-1.1,4,7
Cc1ccc(CSc2nnc(-c3ccco3)n2N)cc1,-3,-3,2,0.2,-1.5,0.2,-0.3,0.6,-1.4,0,-1
Clc1cccc(CNc2ccn3nc(-c4cccs4)cc3n2)c1,2,-10,-3,3.0,4.7,nt,1.7,4.3,-1.1,-87,-10
C/C(=N\NC(=S)NCC(C)(C)C)c1cc(F)cc(F)c1O,-2,33*,-3,1.2,-0.1,4.7*,0.3,1.2,0.3,-10,-10
O=C(COC(=O)c1ccc(Cl)cc1[N+](=O)[O-])NNC(=O)c1cccs1,1,-4,0,-1.9,0.1,2.0,0.0,1.9,-0.4,-3,-6
CN(Cc1ccccc1)C(=O)c1cccc(NC(=O)Cc2ccc(NC(=O)C3CCCN(C(=O)c4ccccc4)C3)cc2)c1 (centres undefined),-4,-23,3,0.0,-0.2,1.0,-0.1,0.4,-1.5,10,0
CC(C)(C)NC(=O)COC(=O)c1ccccc1Nc1ccc(SC(F)F)cc1,-3,-2,10,3.0,-2.0,-1.6,-1.9,3.7,-2.0,-11,-4
O=C(NCCCN1CCOCC1)c1ccc(CNS(=O)(=O)c2ccc(F)cc2)cc1,-1,2,0,1.6,-1.2,1.8,-0.5,2.0,-0.1,5,1
O=C(c1ccco1)N1CCCC(c2ccccc2)C1 (centres undefined),2,-2,-2,-2.1,-2.4,-0.1,-1.0,-0.7,-1.3,3,-1
COc1ccccc1CNC(=O)C1CC(=O)N(c2ccc(C)c(C)c2)C1 (centres undefined),-2,5,1,-6.1,-1.9,-0.3,-0.6,-0.5,-2.1,5,2
Cn1ncc(C(=O)N=S(C)(=O)c2ccccc2)c1[N+](=O)[O-] (centres undefined),5,-3,-2,-1.5,-1.3,-0.7,-0.4,-1.3,-1.1,11,2
Cc1nnc(C)n1N1C(=O)c2cccc3cccc(c23)C1=O,0,0,4,1.2,-1.9,0.6,-0.8,-0.7,-1.1,-305,6
C/C(CCC(C)C)=N\NC(=S)NCc1ccccc1,-4,-1,-4,1.4,2.7,-0.3,1.4,2.5,-1.1,7,-6
Cc1cc([N+](=O)[O-])cc([N+](=O)[O-])c1NCC(C)C,0,-1,-3,4.0,-2.4,nt,-0.8,-3.6,-0.2,4,0
Cc1ccc(S(=O)(=O)Nc2cc3c(cc2C#N)OCO3)cc1C(N)=O,-1,3,1,-1.4,-1.2,-0.9,0.3,1.1,-0.6,5,1
O=C1Nc2c(c(=O)[nH]c(=O)n2-c2ccc(F)cc2)C1(NS(=O)(=O)c1ccccc1)C(F)(F)F (centres undefined),-4,12,0,-1.3,-0.6,1.0,-0.1,-5.6,-0.6,-3,1

# Copied from the entries so far (nine entries):
SMILES,SMARCA2 act,HGIII-sPLA2 inh,NPR1 activator,GAA850 FXN act,hcDAF-12 act,DAX1 inh-1,DAX1 inh-2,hgDAF12 agonist,ssDAF12 agonist,ADAM10 inh,GC-B act
Clc1cccc(CNc2ccn3nc(-c4cccs4)cc3n2)c1,2,-10,-3,3.0,4.7,nt,1.7,4.3,-1.1,-87,-10
C/C(=N\NC(=S)NCC(C)(C)C)c1cc(F)cc(F)c1O,-2,33*,-3,1.2,-0.1,4.7*,0.3,1.2,0.3,-10,-10
O=C(COC(=O)c1ccc(Cl)cc1[N+](=O)[O-])NNC(=O)c1cccs1,1,-4,0,-1.9,0.1,2.0,0.0,1.9,-0.4,-3,-6
CN(Cc1ccccc1)C(=O)c1cccc(NC(=O)Cc2ccc(NC(=O)C3CCCN(C(=O)c4ccccc4)C3)cc2)c1 (centres undefined),-4,-23,3,0.0,-0.2,1.0,-0.1,0.4,-1.5,10,0
CC(C)(C)NC(=O)COC(=O)c1ccccc1Nc1ccc(SC(F)F)cc1,-3,-2,10,3.0,-2.0,-1.6,-1.9,3.7,-2.0,-11,-4
O=C(NCCCN1CCOCC1)c1ccc(CNS(=O)(=O)c2ccc(F)cc2)cc1,-1,2,0,1.6,-1.2,1.8,-0.5,2.0,-0.1,5,1
O=C(c1ccco1)N1CCCC(c2ccccc2)C1 (centres undefined),2,-2,-2,-2.1,-2.4,-0.1,-1.0,-0.7,-1.3,3,-1
COc1ccccc1CNC(=O)C1CC(=O)N(c2ccc(C)c(C)c2)C1 (centres undefined),-2,5,1,-6.1,-1.9,-0.3,-0.6,-0.5,-2.1,5,2
Cn1ncc(C(=O)N=S(C)(=O)c2ccccc2)c1[N+](=O)[O-] (centres undefined),5,-3,-2,-1.5,-1.3,-0.7,-0.4,-1.3,-1.1,11,2
